# Assay outcomes from PubChem.
# AI-2 QS mod = Vibrio harveyi AI-2 quorum sensing modulators, primary screen, JMH597 strain, luminescence/OD600 ratio. Vibrio harveyi JMH597 AI-2 luminescence/OD600 ratio, 9 h; active compounds read low; strain lacks LuxN and CqsS sensors; 0 = neutral-control median. activity change, % at 7.5 µM. hit rate 0.4% among 300,000; in the data active = activity change below about -75%, passing the limit was not always enough;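 also: luminescence divided by OD600 gain over 9 h not by final OD600 alone; inactives centre near 13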
# KLF5 inh = KLF5 expression inhibitors, primary screen, DLD-1 cells, luminescence | DLD-1 KLF5 promoter-luciferase reporter | inhibition, % at 5 µM | hit rate 0.23% among 290,000 | AID 1700, 2009;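 active = inhibition above a per-plate limit of that plate's mean compound inhibition plus 3 SD, cut at about 60% in these data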;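 also: 0% = DMSO wells and 100% = LY294002 at 200 µM; higher means less KLF5 promoter-driven luciferase light; inactives centre near -14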
# GSK3beta inhib = human GSK3beta kinase inhibitors, primary screen, biochemical, cell-free homogeneous, HTS. Glycogen synthase kinase-3 beta (Homo sapiens), P49841. GST-GSK3beta kinase, ADP-Glo luminescence, 60 min; active compounds read low. activity score (negative = inhibition), % at 10 µM. hit rate 0.038% among 300,000;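 active = more than half of replicate wells score below -50%, meaning over 50% inhibition versus plate controls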;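 also: 0% = median DMSO wells and -100% = median GW8510 positive control wells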
# Target sequence (P49841 whole entry, looked up): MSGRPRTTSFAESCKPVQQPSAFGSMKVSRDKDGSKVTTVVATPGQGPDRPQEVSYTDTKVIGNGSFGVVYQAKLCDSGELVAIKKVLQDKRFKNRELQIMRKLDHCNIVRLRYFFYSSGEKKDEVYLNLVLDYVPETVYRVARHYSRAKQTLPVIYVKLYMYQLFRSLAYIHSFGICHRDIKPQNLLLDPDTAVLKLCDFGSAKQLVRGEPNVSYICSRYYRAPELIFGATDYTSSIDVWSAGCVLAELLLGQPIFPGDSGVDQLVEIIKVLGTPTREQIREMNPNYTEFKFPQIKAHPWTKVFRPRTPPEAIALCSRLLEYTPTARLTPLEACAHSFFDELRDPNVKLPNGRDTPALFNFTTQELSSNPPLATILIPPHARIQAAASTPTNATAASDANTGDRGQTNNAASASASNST
#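 test system = GST-tagged human GSK3beta kinase, cell-free | reagent = 25 µM ATP with peptide substrate | dosing = one dose of 10 µM per compound | schedule = 60 min reaction, RT | detection = luminescent ADP-Glo measurement of ADP formed | control set = DMSO neutral wells and GW8510 at 20 µM as positive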
# IEC-6 cytotox = cytotoxicity in IEC-6 intestinal epithelial cells, primary screen, cytotoxicity control for KLF5 inhibitor project, cell-based, luminescence; IEC-6 cytotoxicity, luminescence viability; inhibition, % at 5 µM; hit rate 0.78% among 290,000; in the data active = inhibition above about 22%;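 also: 0% = plate median of test compound wells and 100% = cytotoxic reference compound wells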
# HSF1 inh = HSF1 inhibitors in luciferase reporter cells, primary screen, cell-based, NIH3T3, luminescence. NIH3T3-HGL HSE-luciferase, MG132-induced, luminescence 8 h; active compounds read low. activity change, negative = inhibition, % at 7.5 µM (by protocol). hit rate 0.77% among 300,000. AID 2098, 2009;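 active = more than half of replicate wells show activity change below -50%, luminescence cut by over half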;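 also: luciferase reports HSF-1 transcriptional activity via heat shock element; 0% = median of DMSO wells and -100% = zero luminescence signal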
# HSP90 refold inh = HSP90 inhibitors, primary screen, cell lysate, luminescence. Rabbit reticulocyte lysate, luciferase refolding luminescence, 3 h. inhibition, % at 5.6 µM. hit rate 0.91% among 290,000. AID 1789, 2009;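 active = inhibition above the screen-wide mean plus 3 SD, computed separately per campaign, cut at about 16% in these data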;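 also: 0% = DMSO wells and 100% = 60 µM geldanamycin wells; inhibitors lower the luminescence because luciferase stays unfolded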
# aSyn UTR inh = MLPCN primary screen, SNCA 5' untranslated region | alpha-synuclein 5'UTR reporter, inhibitor activity | AID 1813, 2009 | inhibition, % (tested at 7.5 µM) | hit rate 0.82% among 300,000; in the data active = inhibition above about 60%;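 also: H4 neuroglioblastoma cells stably carrying SNCA 5'UTR luciferase fusion; 0% = DMSO wells and 100% = positive control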
# HSF1 activator = HSF-1 activators, primary screen, NIH3T3-HGL cells, MG132 stress, luminescence, single point; hit rate 1.7% among 300,000; activation, % at 9 µM; NIH3T3-HGL HSF-1 luciferase reporter, 8 h; 100% = twice DMSO control signal;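 active = mean replicate activation of at least 50% with a set share of replicates each reaching 50%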;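 also: 0% = median of the neutral control wells and 100% = twice that signal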
# HIF activator = HIF pathway transcriptional activators, primary screen, cell-based, U2OS HRE-luciferase, luminescence | activation, % at 7.5 µM (by protocol) | AID 1910, 2009 | hit rate 0.32% among 300,000 | U2OS HRE-luciferase reporter; normalized: DMSO 0%, desferrioxamine 100%;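 active = mean activation of at least 10% of the iron chelator positive control signal, with at least half of replicates also reaching 10%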
# GSK3A inh = blockers of GSK3A enzyme activity – biochemical, luminescence, cell-free homogeneous, HTS, primary screen; hit rate 0.1% among 320,000; inhibition, % at 10 µM; Glycogen synthase kinase-3 alpha (Homo sapiens), P49840; GSK-3 alpha kinase, ADP-Glo luminescence, 60 min;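 in the data active = inhibition above about 50%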;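 also: GST-tagged GSK-3 alpha with peptide substrate and 25 µM ATP; 0% = DMSO neutral wells and 100% = GW8510 positive control wells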
# Target sequence (P49840 whole entry, looked up): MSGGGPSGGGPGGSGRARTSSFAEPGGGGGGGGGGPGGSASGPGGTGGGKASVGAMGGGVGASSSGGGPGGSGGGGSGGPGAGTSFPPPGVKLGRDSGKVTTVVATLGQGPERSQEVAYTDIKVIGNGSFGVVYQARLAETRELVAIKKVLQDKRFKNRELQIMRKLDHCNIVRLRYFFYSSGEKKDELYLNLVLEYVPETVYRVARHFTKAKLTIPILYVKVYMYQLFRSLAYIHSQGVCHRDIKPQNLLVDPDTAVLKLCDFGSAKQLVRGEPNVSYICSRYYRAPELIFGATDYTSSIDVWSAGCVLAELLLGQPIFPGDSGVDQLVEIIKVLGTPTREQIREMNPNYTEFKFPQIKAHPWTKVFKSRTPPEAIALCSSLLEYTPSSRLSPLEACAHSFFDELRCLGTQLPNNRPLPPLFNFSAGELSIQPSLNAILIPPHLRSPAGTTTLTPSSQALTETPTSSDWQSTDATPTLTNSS
# * = called active by the depositor; . = not tested or not shown.
# Preview (two entries):
No.	structure	AI-2 QS mod	KLF5 inh	GSK3beta inhib	IEC-6 cytotox	HSF1 inh	HSP90 refold inh	aSyn UTR inh	HSF1 activator	HIF activator	GSK3A inh
1	CC(SC(=S)N(C)Cc1cccs1)C(=O)O (stereo unspecified)	16	-26	0	5	-13	1	-22	1	-0.1	4
2	CCNC(=S)NNC(=O)c1csc(CC)c1	7	-56	6	-8	-1	1	-45	22	2.9	-4

# The list itself, from the first entry:
No.	structure	AI-2 QS mod	KLF5 inh	GSK3beta inhib	IEC-6 cytotox	HSF1 inh	HSP90 refold inh	aSyn UTR inh	HSF1 activator	HIF activator	GSK3A inh
1	CC(SC(=S)N(C)Cc1cccs1)C(=O)O (stereo unspecified)	16	-26	0	5	-13	1	-22	1	-0.1	4
2	CCNC(=S)NNC(=O)c1csc(CC)c1	7	-56	6	-8	-1	1	-45	22	2.9	-4
3	COc1cc(OC)c(S(=O)(=O)Nc2ccc(C(=O)O)cc2)cc1S(=O)(=O)Nc1ccc(C(=O)O)cc1	17	-25	4	-10	4	-4	4	8	-0.4	-2
4	CC1CCN(c2c(NCC3CCC(C(=O)NCCC4=CCCCC4)CC3)c(=O)c2=O)CC1 (stereo unspecified)	7	-4	-1	9	-2	3	16	3	-0.1	-2
5	COc1cc(NC(=O)c2ccccc2Cl)c2ncccc2c1	-2	-38	2	17	-5	4	-43	18	2.4	-4
6	Fc1ccc(CNCc2ccc(Br)cc2)cc1	22	-23	1	-2	-7	1	-25	-4	0.1	-1
7	O=C(CCN1C(=O)c2ccccc2C1=O)N1CCN(c2ccccn2)CC1	16	-32	1	1	1	0	-4	-10	0.1	-4
8	CNS(=O)(=O)c1ccc(N2CCCC2)c([N+](=O)[O-])c1	10	-10	5	-8	0	-4	-4	0	-0.1	0
9	CCOc1ccc(NS(=O)(=O)c2ccc(NS(=O)(=O)c3ccc(SC)cc3)cc2)cc1	29	-21	-2	-1	-3	-3	12	13	-0.2	7
10	CC(=O)c1cccc(NS(=O)(=O)c2ccc(-c3cnc(C4CC4)o3)cc2)c1	14	22	-1	38*	-4	3	-5	10	1.0	-1
11	CN1C(=O)NC(c2ccccc2)C2=C1CN(CCc1ccccc1)C2=O (stereo unspecified)	16	-15	-1	-1	16	-2	-13	44	-0.1	.
12	COC(=O)c1sccc1NC(=O)C12CC3CC(CC(C3)C1)C2	5	-10	1	0	-8	-3	16	2	-0.1	-2
13	C#Cc1ccc([C@@H]2C=C(C(=O)N3CCN(Cc4ccc5c(c4)OCO5)CC3)O[C@H](OCCCCO)C2)cc1	5	-2	-2	-8	0	4	18	13	0.1	-3
14	COCCCNc1nc2ccccc2[nH]c1=O	24	0	0	1	-2	-2	2	5	-0.2	5
15	Cc1cc(NC(=O)c2cccs2)ccc1NC(=O)Cc1ccccc1	3	-60	0	1	.	0	-5	.	0.3	.
16	Cc1ccc(C(=O)N2CCCC2)cc1Br	26	-15	0	3	-4	1	16	-9	1.5	0
17	O=C(CSc1nc2ncccc2[nH]1)Nc1ccc2c(c1)OCCO2	.	-37	.	5	.	0	.	.	.	-1
18	Cc1ccc(S(=O)(=O)N2CCOC2CNC(=O)C(=O)NCCCc2ccccc2)cc1 (stereo unspecified)	22	13	0	-4	-3	2	2	1	-0.6	0
19	CCc1ccc(C(=O)Nc2cccc(-c3nn[nH]n3)c2)s1	5	-17	3	-2	-3	2	10	-1	0.1	1
20	CC(C)(C)C(=O)/C=C(N)/C=C/c1ccccc1	-28	-23	-2	-3	20	-3	-76	6	3.1	-2
21	O=C(NCC(=O)N(CCN1CCOCC1)C(C(=O)NC1CCCC1)c1cccs1)c1ccco1 (stereo unspecified)	7	-22	-2	-4	1	-5	12	9	-0.5	-4
22	COc1cc(/C=N/NC(=O)CCn2nc(C)cc2C)ccc1O	3	-11	1	0	2	-4	9	2	-0.2	2
23	CN(CC(=O)Nc1ccc(F)c(F)c1)S(=O)(=O)c1cccs1	.	0	.	-4	2	3	-18	-6	0.3	0
24	Cn1cnc(C(F)(F)F)c1-c1ccc([N+](=O)[O-])cc1	9	10	1	-7	-16	-6	4	-9	-0.2	2
25	COc1cc(NC(=O)COC(=O)c2nc3nc(C)cc(C)n3n2)cc(OC)c1	7	-4	1	-5	-13	-1	7	-1	-0.1	0

# Following part
No.	structure	AI-2 QS mod	KLF5 inh	GSK3beta inhib	IEC-6 cytotox	HSF1 inh	HSP90 refold inh	aSyn UTR inh	HSF1 activator	HIF activator	GSK3A inh
26	FCCCOc1ccc(-c2nccc(-c3ccc(Br)cc3)n2)cc1	12	-8	5	0	-1	1	-32	6	0.3	2
27	Cc1nc2ccccc2cc1C(=O)NCc1ccc(F)cc1	-7	0	0	-2	1	0	1	16	0.1	-3
28	Cc1cc(C)cc(-n2nnnc2SCC(=O)Nc2cccc(NC(=O)c3ccco3)c2)c1	19	-14	2	-5	3	-2	18	23	-0.1	6
29	O=c1c2ccccc2nc(SCc2ccc([N+](=O)[O-])cc2)n1-c1ccccc1	24	-4	2	2	11	3	11	16	-0.2	-1
30	O=C(CSCc1cccc(Br)c1)N/N=C/c1ccc2c(c1)OCO2	26	-10	-4	3	-4	2	-3	-1	0.4	0
31	Cc1ccccc1OCC(=O)Nc1ccc2c(c1)OCCO2	21	-89	-1	0	9	-1	-180	-1	2.8	0
32	COC(=O)Cc1ccc(N(Cc2ccccc2F)S(=O)(=O)c2ccc(Br)cc2)cc1	10	1	7	-1	2	-1	-23	10	-0.1	.
33	Nc1ccc(N=Nc2ccccc2)c2ccccc12	20	-63	3	10	8	1	-8	11	0.3	0
34	COc1cccc(-c2nnc(SCc3cccnc3)o2)c1	-55	-14	-2	6	23	4	-164	48	2.7	18
35	COc1ccc(CCNC(=O)CCCn2nc(C)c([N+](=O)[O-])c2C)cc1OC	18	-3	14	-10	1	2	-9	-13	-0.1	-1
36	CCCN(CCC)C(=O)c1ccccc1C(=O)N(CCC)CCC	8	-15	0	-10	5	0	-13	14	-0.4	0
37	O=C(NC1CCN(C(=O)Nc2cccc(Cl)c2)CC1)c1ccco1	.	-24	.	-1	-3	0	-18	-2	-1.4	2
38	N#C/C(=C\c1ccc(Cl)cc1)c1n[nH]c(Cn2cncn2)n1	10	-4	2	1	-2	4	7	10	-0.3	.
39	CCc1ccc(Nc2n[n+](-c3ccccc3)c(-c3ccc(SC)cc3)s2)cc1	20	-87	-2	1	11	4	-21	3	3.9	.
40	CCN1C(=O)CS/C1=N\S(=O)(=O)c1ccc(C)cc1	19	-7	-4	2	8	2	20	4	0.3	-2
41	Cc1ccc(-c2ccc(CO)o2)cc1N	34	-26	4	2	0	2	-39	17	0.6	-2
42	CN(C)CCNC(NC(=O)c1cccs1)C(Cl)(Cl)Cl (stereo unspecified)	20	-6	2	0	-5	8	1	-6	1.1	.
43	COc1ccccc1CNC(=O)c1cnc2sccn2c1=O	27	.	3	.	-11	.	6	-7	-0.1	-3
44	O=C(O)c1ccccc1S(=O)(=O)NCC(O)COc1ccc(Br)cc1 (stereo unspecified)	49	3	-4	0	-5	-2	-2	6	0.1	-4
45	CCOC(=O)c1c(NC(=O)Cc2ccccc2)sc2c1CC(C)(C)NC2(C)C	-6	-19	-2	-8	8	1	-34	16	-0.8	1
46	COc1ccc(C(=O)Nc2ccc3nc4n(c(=O)c3c2)CCCC4)cc1[N+](=O)[O-]	19	-16	-3	2	-10	-2	4	10	0.5	-1
47	O=C(Nc1ccc2nc3n(c(=O)c2c1)CCCCC3)c1ccccc1[N+](=O)[O-]	25	-55	-4	-2	25	-3	-87	43	3.9	2
48	FC(F)(F)c1cc(-c2ccco2)nc(NCc2ccccc2)n1	17	-34	2	-2	4	0	35	9	-0.7	0
49	O=c1[nH]nc(-c2ccc(F)cc2)cc1Cc1ccccn1	17	5	2	6	-10	-2	-2	-5	-0.2	2
50	CCNC(=O)CC1C(=O)N(c2ccc(F)cc2)C(=O)N1CCc1sccc1C (stereo unspecified)	13	-11	0	-9	0	-2	-16	-5	-0.2	2

# (more compounds)
No.	structure	AI-2 QS mod	KLF5 inh	GSK3beta inhib	IEC-6 cytotox	HSF1 inh	HSP90 refold inh	aSyn UTR inh	HSF1 activator	HIF activator	GSK3A inh
51	CN(Cc1ccccc1)c1nc(N)c([N+](=O)[O-])c(Nc2cccc(F)c2)n1	0	-17	1	-2	5	0	43	-5	-1.1	-5
52	COc1ccc(/C=N/n2c(N)nc3ccccc32)cc1OC	.	-49	.	2	.	0	.	.	.	0
53	CCSc1nnc(NC(=O)COc2ccccc2)s1	15	5	1	3	1	6	16	5	0.4	1
54	O=[N+]([O-])c1cn(Cc2ccccc2)cn1	8	-35	-1	4	-5	1	-5	-2	-0.4	-3
55	CCOC(=O)N1CCN(C(=O)COc2cccc3c2CCN(Cc2ccc(F)cc2)C3=O)CC1	14	2	-3	5	6	3	27	27	0.1	-1
56	O=C(NCc1ccncc1)NC1CCCCC1	1	-9	4	7	-1	6	18	21	0.0	1
57	COc1cc(/C=N/NC(=O)C(N)=O)ccc1OCC(=O)N1C(C)CCCC1C (stereo unspecified)	14	-12	0	-6	0	0	1	14	-0.6	-3
58	COc1ccc(/C=N/NC(=O)CCc2n[nH]c(=O)[nH]c2=O)cc1O	5	11	-7	0	-13	-5	-7	-22	-0.1	-1
59	Cc1cc(C(=O)N/N=C/c2ccc(-c3ccc(C)c(Cl)c3)o2)n[nH]1	12	21	-2	3	-15	-3	-40	11	-1.1	-2
60	Cc1ccc(NC(=O)c2cccc(Cl)c2)nc1	21	-21	1	-6	12	0	-75	26	0.8	1
61	Nc1cccc2c(=O)c3ccccc3[nH]c12	5	-28	1	-3	-3	-3	20	0	0.9	0
62	CCCCCCNS(=O)(=O)c1nc2nc(C)cc(C)n2n1	31	0	5	0	-3	-1	22	-1	0.1	-1
63	COC(=O)Cc1c(C)c2ccc(OC3CCCCC3=O)c(C)c2oc1=O (stereo unspecified)	13	-61	3	6	4	-1	-65	17	1.6	-2
64	O=C(c1ccc(F)cc1)c1ccc(N2CCCCC2)cc1	-23	-89	-1	2	31	4	-145	64*	2.3	-1
65	O=C(CC1CCOCC1)Nc1ccc(Cl)c(Cl)c1	14	-39	0	2	-7	0	-43	8	1.6	0
66	N#C/C(=C(/O)CN1CCCCC1)c1nc(-c2ccc(Cl)cc2)cs1	16	-48	-3	4	.	1	-110	.	0.8	-1
67	C=C(C)C(=O)Nc1cccc(C2=NOC3(C2)C[C@H](C(N)=O)N(C(=O)c2ccccc2C(=O)c2ccccc2)C3)c1 (stereo partly specified)	10	.	0	.	3	.	13	8	-0.3	-3
68	CC(C)NC(=O)Cn1cc(S(=O)(=O)N2CCCC2)c(S(=O)(=O)N2CCCC2)c1	20	-2	-1	-7	-34	1	-21	-46	-1.2	-1
